Assay outcomes deposited in PubChem by several laboratories.
Scp1 inh: inhibitors of human Scp-1 phosphatase | AID 493091 | 0.88% of 340,000 active | Recombinant Scp1, phosphopeptide, malachite green phosphate absorbance | Q9GZU7 | inhibition, % at 20 µM;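 active means inhibition above about 50% at 20 µM, limit read from the data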;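 further: plate controls were DMSO wells with enzyme for no effect and wells lacking enzyme for full effect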
Target sequence (Q9GZU7 76-261 limits assumed): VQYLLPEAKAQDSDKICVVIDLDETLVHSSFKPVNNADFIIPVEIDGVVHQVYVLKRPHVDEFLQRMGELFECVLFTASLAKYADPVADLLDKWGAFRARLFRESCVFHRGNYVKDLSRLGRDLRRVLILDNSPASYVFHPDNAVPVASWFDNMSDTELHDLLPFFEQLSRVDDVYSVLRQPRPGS
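System: truncated SCP-1 phosphatase (76-261aa); medium: Tris acetate buffer pH 5.5 with MgCl2 and Tween-20; incubation: 45 min room-temperature reaction, 5 min colour, 30 min stabiliser; compound: single 20 µM dose, 1% DMSO; reagent: Phosphorylated 17-residue peptide substrate; read-out: % inhibition at 20 µM; technique: colorimetric free-phosphate detection, absorbance 630 nm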
Tb MetRS inh: blocks T. brucei methionyl-tRNA synthetase activity | purified T. brucei MetRS, ATP depletion, Kinase-Glo luminescence | inhibition, % at 11.9 µM | 0.4% of 360,000 active | AID 624268;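 active means inhibition above a per-plate cutoff of the control wells' mean inhibition plus 3 SD, cut at about 5.5% in these data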;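 further: 0% = DMSO wells median and 100% = median of wells with control inhibitor compound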
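Test system: purified T. brucei MetRS enzyme. Also added: ATP, methionine and E. coli bulk tRNA substrates. Compound: 11.9 µM single point. Schedule: 15 min enzyme-compound preincubation, 2 h reaction, 10 min detection, 25 °C. Signal: luciferase luminescence of residual ATP, Kinase-Glo. Evaluation: percent inhibition versus plate control medians. Controls: DMSO wells, low control.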
CSN deneddyl inh: blocks human CSN-mediated cullin deneddylation | Q92905 | inhibition, % at 12.5 µM | Purified CSN, SCF-Nedd8-OG deneddylation, fluorescence polarization | AID 651999 | 0.38% of 360,000 active;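 active means pattern-corrected inhibition above about 35%, with an unprinted fluorescence ratio check between 0.5 and 1.5, limit read from the data, passing the limit was not always enough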;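 further: 0% = enzyme with substrate and 100% = substrate without enzyme; some results filed as inactive read as strong as hits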
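Schedule: reaction 90 min, room temperature / Assay system: HEK293T-derived human Csn5 enzyme / Input: Csn5 at 0.24 nM final / Measure: inhibition of Csn5 cleavage, % / Control set: substrate-only high control, full reaction low control / Technique: fluorescence polarization of the substrate / Buffer or medium: Tris/NaCl/DTT buffer, pH 7.5 / Reagent: SCFSkp2-Nedd8OG substrate at 10 nM final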
MsrA inh: bovine MsrA inhibition | purified bovine MsrA, absorbance read-out | AID 651718 | 0.75% of 360,000 active | inhibition, % at 15.5 µM; in the data active means inhibition above about 4.5%;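 further: 0% = vehicle wells with enzyme and 100% = reference inhibitor wells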
NadD block: inhibitors of Staphylococcus aureus NadD; inhibition, % at 20 µM; 0.78% of 360,000 active; AID 602399; purified NadD enzyme, colorimetric absorbance read-out; in the data active means inhibition above about 26%; further: some compounds past the cut are filed as inactive
STEP block: inhibitors of human striatal-enriched phosphatase STEP. AID 588621. 0.25% of 360,000 active. P54829. recombinant STEP, OMFP fluorogenic substrate, fluorescence. inhibition, % at 20 µM;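 active means inhibition at 20 µM, scaled per plate between control wells, above about 37%, limit read from the data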;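 further: 0% = DMSO with enzyme and substrate and 100% = substrate only without enzyme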
Target sequence (P54829 whole entry, looked up): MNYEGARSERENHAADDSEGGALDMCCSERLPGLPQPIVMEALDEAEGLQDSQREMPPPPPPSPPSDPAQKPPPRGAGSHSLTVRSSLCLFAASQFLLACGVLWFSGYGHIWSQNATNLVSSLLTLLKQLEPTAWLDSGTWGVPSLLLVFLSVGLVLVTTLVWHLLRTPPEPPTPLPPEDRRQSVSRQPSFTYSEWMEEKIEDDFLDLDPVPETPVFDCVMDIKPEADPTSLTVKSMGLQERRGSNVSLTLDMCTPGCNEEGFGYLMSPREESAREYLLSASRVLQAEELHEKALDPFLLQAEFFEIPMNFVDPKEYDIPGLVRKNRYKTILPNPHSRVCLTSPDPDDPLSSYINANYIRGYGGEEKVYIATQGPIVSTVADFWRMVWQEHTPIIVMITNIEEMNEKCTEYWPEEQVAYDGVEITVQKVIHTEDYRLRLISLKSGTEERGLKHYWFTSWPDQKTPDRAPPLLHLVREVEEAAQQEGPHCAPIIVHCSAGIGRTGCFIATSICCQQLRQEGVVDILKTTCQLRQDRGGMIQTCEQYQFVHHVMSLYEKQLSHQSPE
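Assay system: isolated STEP enzyme. Buffer or medium: pH 6.0 Bis-Tris with DTT and Tween 20. Also added: fluorogenic phosphatase substrate OMFP at 25 µM final. Dosing: 20 µM, 1% DMSO. Timing: 20 min reaction, room temperature, in the dark. Measured by: fluorescence intensity, excitation 480 nm, emission 540 nm. Evaluation: normalized % inhibition.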
DNMT1 inh: blocks human DNA methyltransferase DNMT1. P26358. DNMT1 molecular beacon, Hinp1I cleavage, fluorescence. inhibition (reported as % activation of signal), % at 10 µM. 0.83% of 360,000 active; in the data active means inhibition above about 50%
LMPTP block: LMPTP (human) inhibition | P24666 | recombinant LMPTP-A, OMFP fluorogenic substrate, fluorescence intensity | inhibition, % at 20 µM | 0.22% of 360,000 active | AID 651560;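 active means compounds that cut the enzyme signal by at least half of the control window in the single-dose screen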;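 further: plate controls were DMSO wells with enzyme plus substrate for no effect and substrate without enzyme for full effect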
Target sequence (P24666 whole entry, looked up): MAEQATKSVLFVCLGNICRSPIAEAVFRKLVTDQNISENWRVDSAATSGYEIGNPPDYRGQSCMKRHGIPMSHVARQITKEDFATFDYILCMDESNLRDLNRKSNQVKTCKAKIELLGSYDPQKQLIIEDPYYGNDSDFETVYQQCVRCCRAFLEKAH
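Test system – LMPTP-A enzyme · Amount – LMPTP-A at 0.625 nM final in the reaction · Buffer or medium – Bis-Tris pH 6.0, DTT, detergent · Reagent – OMFP 400 µM · Doses – single 20 µM dose · Schedule – reaction 50 min, room temperature, dark · Detection – fluorescence intensity of OMFP turnover product · Evaluation – percent inhibition versus substrate-only and uninhibited controls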
SUMO1 PPI mod: alters human SUMO1 binding to SIM partners; P63165; SUMO1 binding to a labelled peptide, TR-FRET, 1 h; AID 602429; inhibition, % at 20 µM; 0.33% of 360,000 active; in the data active means inhibition above about 37%
Target sequence (P63165 whole entry, looked up): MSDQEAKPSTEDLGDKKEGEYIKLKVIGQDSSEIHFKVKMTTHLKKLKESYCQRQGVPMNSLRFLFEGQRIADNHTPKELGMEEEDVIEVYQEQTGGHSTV
Rpn11 block: inhibitors of human proteasome Rpn11; calls only at 20 µM; 0.59% of 360,000 active; AID 588493; human 26S proteasome, Ub4-pepOG fluorescence polarization; 20S core pre-blocked with epoxomicin; O00487;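 active means inhibition at 20 µM, scaled to each plate's controls, above about 33%, limit read from the data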
Starred values were filed as active, the others as inactive; i = inactive; · = not tested or not shown.

SMILES	Scp1 inh	Tb MetRS inh	CSN deneddyl inh	MsrA inh	NadD block	STEP block	DNMT1 inh	LMPTP block	SUMO1 PPI mod	Rpn11 block
C=C(C)C(=O)Nc1cccnc1Oc1ccc(F)cc1F	-11	0.2	-3	0.7	1	0	-3	-1.4	0	i
Cc1ccc(N(C)S(=O)(=O)c2cccc(C(=O)Nc3nc4ccccc4[nH]3)c2)cc1	-7	0.9	-4	0.6	15	1	-6	2.0	10	i
COc1ccc(NC(=O)COC(=O)CNC(=O)C2CCCCC2)cc1OC	0	0.0	-1	-0.2	2	0	2	-1.8	-2	i
O=C(CN1CCCCC1)Nc1ccc(NC(=O)c2ccc(Cl)cc2)cc1Cl	2	-1.1	-1	-0.5	-3	-1	10	-0.9	-1	i
O=C(CCc1nnc(-c2ccc3c(c2)OCO3)o1)NC(c1ccccn1)C(F)(F)F (configuration not stated)	3	-0.6	-9	-0.6	-3	1	0	-1.5	-2	i
O=C(NCCc1ccccc1)c1cccc2c(-c3ccc(F)c(F)c3)coc12	·	0.4	0	0.6	-2	3	10	7.1	2	i
Cc1ccc(S(=O)(=O)N2CCCCC2)cc1NC(=O)COC(=O)c1c(F)cccc1F	-10	-0.3	-4	1.1	0	-4	-4	-0.2	-3	i
Cc1ccc(S(=O)(=O)N2CCC(=O)N([C@H](COCc3ccc(C(F)(F)F)cc3)C(C)C)CC2)cc1	·	-0.3	0	1.2	7	·	·	5.6	1	·
COc1ccc(C(=O)NNC(=O)C(=O)NC(C)c2ccccc2)cc1OC (configuration not stated)	-9	-0.1	-1	-1.6	-3	2	6	-0.5	4	i
Cc1ccc(NC(=O)CN(c2ccc(Cl)cc2)S(=O)(=O)c2cc([N+](=O)[O-])ccc2Cl)c(C)c1	-13	-0.2	-6	0.9	9	-1	-5	1.6	-4	i
N#Cc1sc(NCc2cccc(Cl)c2)nc1Cl	-4	0.5	4	-1.2	-12	-2	0	1.8	5	i
CC(NC(=O)c1ccc(Br)cc1)c1ccccc1 (configuration not stated)	1	-0.7	-15	-0.3	-3	1	2	0.6	-2	i
COc1ccccc1N1CCN(C(=O)c2noc(C(C)C)c2[N+](=O)[O-])CC1	-1	-0.7	0	·	-3	-4	0	-1.7	-3	i
Cc1ccccc1N1CCN(C(=O)c2ccccc2NC(=O)C2CC=CCC2C(=O)O)CC1 (configuration not stated)	8	-0.9	-4	1.4	7	-1	1	-2.1	3	i
CCOc1ccc(Cc2nnc(SCC(=O)c3ccc(OC)cc3)o2)cc1	-20	-0.5	-1	-1.0	-6	2	-2	0.6	2	i
COc1ccc(CNC(=O)Cn2nc(C(F)(F)F)c(Br)c2C)cc1	-5	-0.4	2	-1.8	-6	0	2	-0.3	5	i
CCN(C[C@H]1N[C@@](C)(C(=O)OC)[C@H]2C(=O)N(C)C(=O)[C@@H]12)C(=O)c1ccc(C(C)(C)C)cc1	-4	-0.8	4	0.6	-2	0	0	-1.2	-4	i
Cc1ccc(C(=O)N(Cc2cccnc2)Cc2cc3cc(C)ccc3n3nnnc23)cc1	-2	1.0	5	-0.1	10	2	-2	-0.5	0	i
CC(=O)N1CCC(C(=O)N2c3ccccc3N=C(c3ccc(C(F)(F)F)cc3)C2C(=O)NC(C)C)CC1 (configuration not stated)	·	-1.0	4	1.8	·	·	·	-1.3	-6	·
Cc1cccc(C)c1NC(=O)CN(C)C(=O)c1cccc(S(=O)(=O)N2CCN(c3ccc(F)cc3)CC2)c1	-1	-0.1	0	0.8	-1	-4	0	1.1	6	i
O=C(c1ccco1)N1CCN(C(=O)c2ccccc2NS(=O)(=O)c2ccc(F)cc2)CC1	-10	0.0	-4	-0.7	0	-2	1	-0.8	0	i
Cc1c(C(N)=O)sc2ncn(CC(=O)N3CCC(C)CC3)c(=O)c12	-13	-1.0	3	3.1	-3	2	-3	-1.2	1	i
c1ccc(-c2nc(SCc3nc4ccccc4[nH]3)c3oc4ccccc4c3n2)cc1	3	-0.4	-1	-0.9	31*	-1	-7	1.1	-48	i
Cc1noc(NS(=O)(=O)c2ccc(NC(=O)CCn3c(=O)oc4ccccc43)cc2)c1C	-1	0.0	6	-0.3	0	4	5	-3.0	5	i
Cn1c(=O)c2cc(NCc3ccccc3)nnc2n(C)c1=O	-11	-0.6	0	0.0	5	1	6	-0.3	16	i
CC1CCC(C(C)C)C(OC(=O)Cn2c(-c3ccc(Cl)cc3)[n+](C)c3ccccc32)C1 (configuration not stated)	19	-1.4	5	-0.8	2	-2	13	6.5	-8	i
Cc1c(C(=O)O)nnn1-c1ccccc1	-10	-1.1	3	-0.2	5	-2	4	-1.3	-2	i
CC(C)C(=O)N1N=C2CCCCC2C1(O)C(F)(F)F (configuration not stated)	2	-1.6	2	0.6	-1	1	11	-0.2	1	i
COC(=O)c1cnn(-c2nc(OC)cc(OC)n2)c1C	-2	-0.6	-3	0.6	-2	-2	2	-0.8	6	i
CC1CCCC(C)N1C(=O)COC(=O)Cc1c[nH]c2ccccc12 (configuration not stated)	2	-0.3	-1	0.7	1	-3	-1	0.3	6	i
CN1N=C2c3ccccc3CCCC2C1c1ccc(F)cc1 (configuration not stated)	0	-0.2	-2	1.2	2	1	4	1.8	2	i
CC1CN(C2CCN(C(=O)c3ccccc3)CC2)CC(C)O1 (configuration not stated)	-4	-2.0	1	0.8	0	-3	3	-2.7	0	i
O=C(NNC(=O)C1CCCO1)c1ccccc1Cl (configuration not stated)	0	-0.7	7	0.4	-2	-4	-3	-4.0	-3	i
O=C1CCCC(=O)C1CS(=O)(=O)c1ccccc1	-1	-0.9	-1	1.1	-6	-2	5	-2.2	2	i
Cn1ncc([N+](=O)[O-])c1C(=O)NC1CCCCC1	-4	-0.3	-1	0.4	-1	-2	1	-1.0	-14	i
CCCCCCCCCC1(CC(=O)OCC)SCCN1C(N)=O (configuration not stated)	·	0.2	3	-0.2	-5	2	-3	1.1	12	i
COc1cc(C(=O)c2ccccc2Cl)c([N+](=O)[O-])cc1OC	-9	-0.3	-7	-0.8	0	-3	-1	0.0	-17	i
CSc1ccc(OC2CCN(Cc3ccccc3)CC2)cc1	7	-0.9	1	0.1	-6	-1	1	-1.4	-4	i
CCOC(=O)/C=c1/s/c(=C/c2ccc3cc(OC)ccc3c2)c(=O)n1CC(=O)NCC1CCCO1 (configuration not stated)	-7	-0.4	24	0.6	-6	-7	54*	1.8	-3	·
O=C(COc1ccccc1)Nc1ncc2c(n1)CCCC2=O	-6	-0.7	-3	-0.9	1	2	1	-0.5	0	i
COc1ccc(Nc2nc3c(C)cccc3cc2C#N)c(OC)c1	6	0.1	2	0.8	-1	0	-3	-0.5	3	i
Cc1cccc(-n2cnc(C(=O)NNC(=S)Nc3ccc(Cl)cc3)c2)n1	-4	-0.2	-8	1.2	-1	4	-4	0.6	11	i
COc1ccc(C(CC(=O)O)NC(=O)c2ccco2)cc1OC (configuration not stated)	-2	-1.3	-2	-0.7	-10	-1	0	-1.1	-3	i
CC(C)c1ccc(C(=O)N2CCN(c3cnn(C)c(=O)c3Cl)CC2)cc1	-6	-1.0	2	2.1	3	-1	1	-2.0	-2	i
CCN(CC(=O)Nc1c(F)cccc1F)C(=O)CSC(=S)N1CCCC1	-5	-0.6	4	1.2	15	1	-4	-0.1	-6	i
O=C(Nc1c(C(=O)Nc2ccc3c(c2)OCCO3)cnn1-c1ccccc1Cl)c1ccco1	-6	0.6	1	0.1	-3	-2	12	2.2	5	i
COc1cccc(C(=O)Nc2nnc(C(C)C)s2)c1	0	-0.5	-2	-0.2	-5	-2	3	0.3	-1	i
Cc1noc(C)c1COc1cccc(C(=O)Nc2ccc3c(c2)OCO3)c1	-3	-0.2	-1	1.2	-3	-2	-1	1.4	8	i
O=C(O)Cc1ccc2ccc3ccccc3c2c1	-5	-1.0	0	0.1	-6	0	3	0.9	-2	i
Nc1c(N(CCO)C(=O)/C=C/c2ccco2)c(=O)[nH]c(=O)n1Cc1ccccc1	-8	0.1	1	0.9	1	-2	1	-0.5	-3	i

A draw from above in order of formula weight, smallest number first.
SMILES	Scp1 inh	Tb MetRS inh	CSN deneddyl inh	MsrA inh	NadD block	STEP block	DNMT1 inh	LMPTP block	SUMO1 PPI mod	Rpn11 block
O=C(O)Cc1ccc2ccc3ccccc3c2c1	-5	-1.0	0	0.1	-6	0	3	0.9	-2	i
COc1cccc(C(=O)Nc2nnc(C(C)C)s2)c1	0	-0.5	-2	-0.2	-5	-2	3	0.3	-1	i
O=C(COc1ccccc1)Nc1ncc2c(n1)CCCC2=O	-6	-0.7	-3	-0.9	1	2	1	-0.5	0	i
COc1ccc(C(CC(=O)O)NC(=O)c2ccco2)cc1OC (configuration not stated)	-2	-1.3	-2	-0.7	-10	-1	0	-1.1	-3	i
CC(C)c1ccc(C(=O)N2CCN(c3cnn(C)c(=O)c3Cl)CC2)cc1	-6	-1.0	2	2.1	3	-1	1	-2.0	-2	i
Nc1c(N(CCO)C(=O)/C=C/c2ccco2)c(=O)[nH]c(=O)n1Cc1ccccc1	-8	0.1	1	0.9	1	-2	1	-0.5	-3	i
CCN(CC(=O)Nc1c(F)cccc1F)C(=O)CSC(=S)N1CCCC1	-5	-0.6	4	1.2	15	1	-4	-0.1	-6	i
O=C(Nc1c(C(=O)Nc2ccc3c(c2)OCCO3)cnn1-c1ccccc1Cl)c1ccco1	-6	0.6	1	0.1	-3	-2	12	2.2	5	i
